# Cardiac RTF inh = cardiac RTF calcium desensitization; inhibition, % at 7.15 µM; IANBD-labeled cardiac RTF, Ca2+ fluorescence; 340,000 compounds, 0.12% hits; P19429+P45379; AID 493244;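 active = inhibition above the mean inhibition of all tested compounds plus 3 SD, cut at about 17% in these data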;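 note: assay run at fixed EC70 calcium of 1.6 mM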
# PKA-R2B activ = PKA-R2B complex activation. P22694+P31323. PKA-R2B holoenzyme dissociation, Cy5-IP20 fluorescence polarization; R2B truncated from residue 108, S112A mutant; 0% DMSO only, 100% 113 µM cGMP. activation, % at 11.4 µM. 340,000 compounds, 0.079% hits. AID 504700;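 active = activation above a cutoff set at the mean over all compounds plus 3 SD, cut at about 18% in these data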;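 note: higher means more holoenzyme dissociation and a rise in polarization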
# Target sequence (P31323 whole entry, looked up, other chains not shown, the tested form may be a part): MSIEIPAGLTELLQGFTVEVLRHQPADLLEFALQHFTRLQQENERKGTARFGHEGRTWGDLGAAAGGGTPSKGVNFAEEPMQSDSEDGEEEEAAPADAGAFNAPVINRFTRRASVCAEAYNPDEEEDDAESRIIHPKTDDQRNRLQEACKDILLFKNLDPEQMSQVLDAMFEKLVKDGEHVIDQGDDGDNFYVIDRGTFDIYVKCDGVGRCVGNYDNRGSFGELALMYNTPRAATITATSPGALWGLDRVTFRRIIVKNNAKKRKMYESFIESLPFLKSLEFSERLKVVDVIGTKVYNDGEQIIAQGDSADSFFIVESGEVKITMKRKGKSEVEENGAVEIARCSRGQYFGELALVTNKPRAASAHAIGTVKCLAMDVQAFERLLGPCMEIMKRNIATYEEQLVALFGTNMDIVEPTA
# SR-BI DiI-HDL act = enhances SR-BI lipid uptake from DiI-HDL. CHO ldlA[mSR-BI] cells, DiI-HDL uptake fluorescence, 3 h; 100 = double the neutral-control signal. activation, % at 12.5 µM. 320,000 compounds, 0.096% hits. AID 504775;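 active = mean replicate activation of at least 60% and every replicate at or above 60%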;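 note: 0% = median plate neutral-control signal and 100% = twice that signal; values of inactives mirror those of a sister screen read the other way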
#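 Test system: SR-BI-overexpressing, LDLR-lacking CHO cells; Medium: Ham's F12 with 0.5% BSA, HEPES 25 mM, pH 7.4; Schedule: 3 h, 37 °C; Technique: bottom-read fluorescence, 550/595 nm.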
# Rtt109 HAT inh = inhibitors of Candida albicans Rtt109/Vps75 histone acetyltransferase | Q5AAJ8 | purified Rtt109/Vps75, ThioGlo CoA-SH fluorescence, 4 h | inhibition, % at 34.9 µM | 330,000 compounds, 0.16% hits;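 active = inhibition of at least 50% in every replicate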
# CAL PDZ FP-1 = inhibitors of human CAL PDZ peptide binding; purified CAL PDZ, TMR-peptide fluorescence polarization, 1 h; inhibition, % at 24.9 µM; 300,000 compounds, 0.92% hits; AID 602252;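 active = mean inhibition of at least 30% with at least half of replicates also reaching 30%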;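 note: 0% = DMSO neutral control and 100% = excess unlabeled competitor peptide PRC23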
# CAL PDZ FP-2 = inhibitors of human CAL PDZ peptide binding | purified CAL PDZ, TMR-peptide fluorescence polarization, 1 h | 330,000 compounds, 0.02% hits | Q9HD26 | AID 504414 | inhibition, % at 20 µM;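 active = highest replicate inhibition of at least 40%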;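 note: plate controls were DMSO neutral control wells for no effect and unlabeled competitor peptide control wells for full effect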
#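 Material: tagged CAL PDZ protein CerCALP, purified; buffer or medium: sodium phosphate/NaCl buffer pH 7.4 with TCEP, IgG, Thesit; also added: fluorescent TMR peptide probe; schedule: 1 h incubation at room temperature before polarization reading; technique: fluorescence polarization from S- and P-plane intensities, G-factor corrected; control set: unlabelled peptide and DMSO controls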
# DAGLB inh = blocks human DAGLB lipase activity | Q8NCG7 | HEK293T DAGLB membrane lysate, EnzChek fluorogenic substrate | inhibition, % at 5.17 µM | 340,000 compounds, 0.059% hits; in the data active = inhibition above about 34%;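 note: 0% = enzyme with vehicle and 100% = wells lacking enzyme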
# Target sequence (Q8NCG7 whole entry, looked up): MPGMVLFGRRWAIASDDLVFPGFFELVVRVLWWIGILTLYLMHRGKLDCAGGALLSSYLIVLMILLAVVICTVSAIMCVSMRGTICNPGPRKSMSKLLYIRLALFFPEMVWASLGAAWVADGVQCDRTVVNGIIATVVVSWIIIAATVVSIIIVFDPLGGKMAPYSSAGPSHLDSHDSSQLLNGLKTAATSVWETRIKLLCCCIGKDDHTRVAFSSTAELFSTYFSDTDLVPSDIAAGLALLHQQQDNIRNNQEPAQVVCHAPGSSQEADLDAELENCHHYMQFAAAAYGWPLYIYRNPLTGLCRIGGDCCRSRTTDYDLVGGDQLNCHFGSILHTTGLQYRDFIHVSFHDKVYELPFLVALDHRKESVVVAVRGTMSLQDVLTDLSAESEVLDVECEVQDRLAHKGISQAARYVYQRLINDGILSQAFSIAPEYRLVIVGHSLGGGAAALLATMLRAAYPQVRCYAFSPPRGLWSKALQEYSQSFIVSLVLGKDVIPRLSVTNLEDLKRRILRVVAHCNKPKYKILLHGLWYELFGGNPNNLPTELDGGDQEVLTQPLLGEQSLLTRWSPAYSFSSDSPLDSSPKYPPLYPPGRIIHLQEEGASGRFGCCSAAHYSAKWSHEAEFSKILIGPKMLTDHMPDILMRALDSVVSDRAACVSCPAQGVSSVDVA
# C-LANA FP = blocks KSHV LANA C-terminal domain binding to DNA; 340,000 compounds, 0.078% hits; AID 504423; inhibition, % at 9 µM; MBP-C-LANA/FAM-LBS DNA binding, fluorescence polarization;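 active = highest replicate inhibition at or above 60% at 9 µM, even if other replicates fall short; inactive = all replicates below 60% inhibition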;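 note: 0% = neutral control wells and 100% = 4 µM acridine orange control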
# Keap1-Nrf2 PPI = disrupts human Keap1 binding to Nrf2 peptide. Q14145. Keap1 Kelch-Nrf2 peptide fluorescence polarization, 1536-well. inhibition, % at 9.4 µM. 340,000 compounds, 0.15% hits. AID 504523; in the data active = inhibition above about 12%;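 note: human Keap1 Kelch domain with fluorescein labeled Nrf2 9mer peptide probe; 0% = neutral control wells and 100% = peptide positive control; higher means more block of Keap1 binding to Nrf2 peptide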
# cardiac RTF act = increases calcium sensitivity of human cardiac regulated thin filaments; P19429+P45379; IANBD-labeled TnC RTF fluorescence at EC20 calcium; 0% EC20 calcium, 100% full calcium; activation, % at 7.2 µM; 340,000 compounds, 0.24% hits;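 active = activation above the mean over all tested compounds plus 3 SD, cut at about 30% in these data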;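 note: rise in fluorescence read as greater calcium sensitivity of cardiac thin filaments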
# Starred values were filed as active, the others as inactive; . = no result given.
SMILES,Cardiac RTF inh,PKA-R2B activ,SR-BI DiI-HDL act,Rtt109 HAT inh,CAL PDZ FP-1,CAL PDZ FP-2,DAGLB inh,C-LANA FP,Keap1-Nrf2 PPI,cardiac RTF act
Cc1ccc(CNC(=O)Nc2ccc(F)cc2F)n1C,-3,4,-10,11,-4,1.1,-3,-0.8,-1,4
Cc1ccc(C(=O)OC(C)CN2C(C)CCCC2C)cc1 (centres undefined),0,1,-7,-7,-3,-0.1,-2,-0.9,3,-1
COc1ccc(C(=O)NCCc2nnc3ccc(SCC(=O)N4CCOCC4)nn23)cc1,-3,-2,10,-28,-1,-0.7,-2,-0.5,1,1
CC(=O)NNc1ncnc2c1cnn2-c1ccccc1,-14,-7,12,0,12,0.0,2,1.0,-4,9
O=C(NC(=S)Nc1ccc2oc(=O)ccc2c1)c1ccccc1F,.,.,-1,-4,30,0.2,.,3.0,-3,.
O=C(NC1CCCC1)C(c1ccccc1)N(C(=O)c1ccco1)C1CCCC1 (centres undefined),5,16,8,-7,-1,-2.0,-5,0.0,-2,-5
O=C(c1cnn2c(C(F)(F)F)cc(-c3cccs3)nc12)N1CCN(Cc2ccccc2)CC1,-13,4,-6,-56,-3,-4.1,1,1.5,1,1
Cc1ccc2cc(CN(Cc3ccco3)C(=S)NCC3CCCO3)c(=O)[nH]c2c1C (centres undefined),-15,-1,13,8,-1,-1.8,-1,1.8,-2,0
NS(=O)(=O)c1ccc(CCNC(=O)c2ccc(OCC3CCCO3)cc2)cc1 (centres undefined),-11,-1,-11,4,.,-0.6,-6,-0.5,1,-8
Cc1ccc(S(=O)(=O)N2CCN(C(=O)CN3CCCC3)C2)cc1,4,10,21,4,-3,0.2,3,-2.0,-6,4
CC(=O)c1ccc(OCCCC(=O)NC2CCC(C)CC2)cc1 (centres undefined),-4,2,.,-8,-3,-2.6,1,1.4,-4,-5
CCS(=O)(=O)N1N=C(c2cccc(NS(C)(=O)=O)c2)CC1c1ccc(C)cc1 (centres undefined),1,-7,13,5,-2,-3.1,1,1.8,-5,4
CN(C)CCCNC(=O)N1c2ccccc2Sc2ccccc21,-8,-7,2,-3,-4,0.9,-2,-0.1,-4,-1
Cc1cccc(C(=O)Nc2ccc(NC(=O)Cc3ccc(Cl)cc3)cc2)c1,-9,4,-30,-2,-3,0.1,3,0.4,3,-5
CCCSc1nc(=O)n2cc(C)ccc2n1,-4,0,20,4,-2,-0.3,-3,-0.7,-1,-1
Cc1cc(C)cc(N(C(=O)c2cccs2)C2C=CS(=O)(=O)C2)c1 (centres undefined),-8,-8,13,0,-2,-0.5,-1,9.8,-4,-5
CN(C)P(=O)(Nc1cccc2ccccc12)Nc1cccc2ccccc12,-5,1,-57,-5,5,0.1,3,2.9,-3,0
CC[C@]1(C(=O)OC)[C@H]2C(=O)N(C)C(=O)[C@H]2[C@H]2CN=C(SC)N21,-1,8,8,-2,-5,-0.1,-1,1.5,2,-10
COc1ccc(C2CC(c3cccs3)=NN2C(=O)CSc2nc(=O)n3ccccc3n2)cc1 (centres undefined),-12,5,-16,3,-6,-0.5,2,-10,1,5
COc1ccc(C(=O)C2CCCN(C(=O)Cn3cncn3)C2)cc1OC (centres undefined),-10,-8,15,-7,-3,-2.0,-3,0.7,-7,6
Cc1csc(SC(C)C(=O)NCC2CCCO2)n1 (centres undefined),4,-12,1,6,-2,-2.0,-1,-0.3,-3,-1
CCC1(C)Cc2c(sc3nc(SCC(=O)c4ccccc4)[nH]c(=O)c23)CO1 (centres undefined),-8,5,18,-4,-2,-3.8,3,-1.2,0,1
COc1ccc(S(=O)(=O)Nc2ccc3c(c2)CC(=O)N([C@H](C)CO)C[C@H](C)[C@H](CN(C)C(=O)Nc2ccc4c(c2)OCO4)O3)cc1,-26,8,-8,-2,-2,-0.8,-3,-0.3,2,-5
O=C1S/C(=C\c2ccc(O)c([N+](=O)[O-])c2)C(=O)N1c1ccccc1Cl,6,-9,20,9,-1,-1.5,36*,0.8,-2,-10
Cc1ccc2nc(CCl)[n+]([O-])c(-c3ccccc3)c2c1,-3,-17,11,-7,-1,0.9,-3,1.8,2,-4
CCCCCNc1c(C(=O)OCC)c(=O)[nH]c2ccccc12,-1,-6,6,11,-7,-2.3,-2,-1.2,0,-4
O=C(N/C(=C/c1cccnc1)C(=O)N1CCOCC1)c1ccccc1Cl,8,-8,12,2,-3,0.2,-1,-0.5,0,4
CCCNS(=O)(=O)c1ccc2c(c1)n(C)c(=O)n2C,-5,-6,15,3,0,-1.0,-4,-0.3,-10,17
CCOC(=O)c1c(NC(C)=O)sc(/C(C)=N/Nc2ccc(C(=O)O)cc2)c1C,-15,0,0,-8,.,0.1,1,-0.7,-1,10
CCn1c(SCC(=O)N2CCOCC2)nc2c([nH]c3ccccc32)c1=O,-4,2,11,-4,-1,-1.6,-1,0.3,-4,2

# Exported with values under each structure: entries from further up.
# Order of results – Cardiac RTF inh	PKA-R2B activ	SR-BI DiI-HDL act	Rtt109 HAT inh	CAL PDZ FP-1	CAL PDZ FP-2	DAGLB inh	C-LANA FP	Keap1-Nrf2 PPI	cardiac RTF act
- Cc1csc(SC(C)C(=O)NCC2CCCO2)n1 (centres undefined)
  4	-12	1	6	-2	-2.0	-1	-0.3	-3	-1
- CCC1(C)Cc2c(sc3nc(SCC(=O)c4ccccc4)[nH]c(=O)c23)CO1 (centres undefined)
  -8	5	18	-4	-2	-3.8	3	-1.2	0	1
- COc1ccc(S(=O)(=O)Nc2ccc3c(c2)CC(=O)N([C@H](C)CO)C[C@H](C)[C@H](CN(C)C(=O)Nc2ccc4c(c2)OCO4)O3)cc1
  -26	8	-8	-2	-2	-0.8	-3	-0.3	2	-5
- O=C1S/C(=C\c2ccc(O)c([N+](=O)[O-])c2)C(=O)N1c1ccccc1Cl
  6	-9	20	9	-1	-1.5	36*	0.8	-2	-10
- Cc1ccc2nc(CCl)[n+]([O-])c(-c3ccccc3)c2c1
  -3	-17	11	-7	-1	0.9	-3	1.8	2	-4
- CCCCCNc1c(C(=O)OCC)c(=O)[nH]c2ccccc12
  -1	-6	6	11	-7	-2.3	-2	-1.2	0	-4
- O=C(N/C(=C/c1cccnc1)C(=O)N1CCOCC1)c1ccccc1Cl
  8	-8	12	2	-3	0.2	-1	-0.5	0	4
- CCCNS(=O)(=O)c1ccc2c(c1)n(C)c(=O)n2C
  -5	-6	15	3	0	-1.0	-4	-0.3	-10	17
- CCOC(=O)c1c(NC(C)=O)sc(/C(C)=N/Nc2ccc(C(=O)O)cc2)c1C
  -15	0	0	-8	.	0.1	1	-0.7	-1	10
- CCn1c(SCC(=O)N2CCOCC2)nc2c([nH]c3ccccc32)c1=O
  -4	2	11	-4	-1	-1.6	-1	0.3	-4	2

# Going on with the list:
SMILES,Cardiac RTF inh,PKA-R2B activ,SR-BI DiI-HDL act,Rtt109 HAT inh,CAL PDZ FP-1,CAL PDZ FP-2,DAGLB inh,C-LANA FP,Keap1-Nrf2 PPI,cardiac RTF act
CCOCC(=O)Nc1nc2ccc(OCC)cc2s1,-3,-6,9,-11,-9,-2.4,0,1.4,2,0
O=C(CCn1nc(-c2ccccc2)c2ccccc2c1=O)NN1CCOCC1,-3,-2,-9,-8,-1,-0.4,-2,0.6,5,-5
COc1ccc(N(C(=O)c2ccco2)C(C(=O)NC2CCCC2)c2ccc(C)cc2)c(OC)c1 (centres undefined),-18,-1,-11,4,1,-2.3,1,-0.8,-2,-4
Cc1ccc(CSc2nnc(-c3cccnc3)o2)cc1,-8,3,37,-4,0,-0.6,-1,0.1,4,9
COc1cc(/C=C2/NC(=O)NC2=O)cc(Br)c1OCc1ccc(C(=O)O)cc1,-7,-3,0,-2,6,.,2,-1.9,-3,3
COC(=O)c1cc2ccsc2n1CC(=O)Nc1cc(Cl)ccc1OC,2,-7,-26,-1,1,-2.7,-3,-1.5,-4,-4
CCc1cc(=O)oc2c(CNCc3ccc(OC)cc3OC)c(O)c(Cl)cc12,-1,6,8,5,-5,-1.3,-4,1.8,1,-3
CCC1CCCCN1C(=O)c1ccccc1OC1CCN(S(C)(=O)=O)CC1 (centres undefined),-2,-7,10,2,.,0.0,1,1.6,3,1
Cc1cc(C)n(S(=O)(=O)Cc2ccccc2)n1,-11,-7,11,4,.,-1.0,0,-0.9,-6,-2
Cn1c(SCC(=O)Nc2ccc3[nH]c(=O)[nH]c3c2)nnc1-c1ccccc1,-6,4,25,-13,1,-2.0,4,-0.1,-2,2
COc1cc2nc(CC(C)C)n(NC(=O)c3ccccc3Br)c(=O)c2cc1OC,1,-1,-3,-2,-8,0.0,0,0.9,-2,-1
CCOC(=O)C(=Cc1cc(=O)c(OC)co1)C(=O)OCC,3,-7,3,78*,1,-0.3,0,0.5,-23,8
CC[C@H]1OC(=O)[C@H](C)[C@@H](O[C@H]2C[C@@](C)(OC)[C@@H](O)[C@H](C)O2)[C@H](C)[C@@H](O[C@@H]2O[C@H](C)C[C@H](N(C)C)[C@H]2O)[C@](C)(O)C[C@@H](C)CN(C)[C@H](C)[C@@H](O)[C@]1(C)O,14,7,4,-12,-4,-0.3,1,0.4,3,3
O=c1oc2cc(O)ccc2c2c1CCCC2,-2,2,-10,-331,1,0.4,-2,-1.6,-4,4
O=C(NC(=S)NCCN1CCOCC1)c1cccc(Cl)c1,-7,-3,32,1,5,1.4,2,1.9,-5,7
O=C(NC(=S)Nc1nc(-c2ccccc2)cs1)c1cccs1,3,-9,-4,5,-3,-1.0,-4,-0.8,3,7
O=C(CSc1nc(-c2ccco2)cc(C(F)(F)F)n1)N1CCN(c2cccc(Cl)c2)CC1,13,-15,.,4,-2,0.7,-4,-0.9,-3,-2
O=c1cc(N/N=C/c2ccccc2)[nH]c(=O)[nH]1,-3,-2,6,7,-1,-2.0,0,-0.3,-2,6
C/C=C(\C)C(=O)N[C@@H](C)CN1C2=NC[C@H](C(C)C)N2C[C@H]1Cc1ccc(OC)cc1,-7,3,6,13,-1,0.7,1,0.2,1,6
COc1cccc2cc(C(=O)Nc3cc(C)cc(C)c3)/c(=N/NS(=O)(=O)c3ccccc3)oc12,0,-3,10,13,.,0.2,-3,-0.7,4,-5
CCCCN(C(=O)c1ccc2c(c1)OCCO2)c1c(N)n(CCCC)c(=O)[nH]c1=O,-15,0,7,4,-3,-1.9,2,0.7,-5,17
